Screening results (PubChem BioAssay)
MITF inh: human MITF inhibition, primary screen. AID 1259374. hit rate 0.91% among 650,000. AlphaScreen MITF homodimerization, bead proximity signal. inhibition, % at 2.6 µM; in the data active = inhibition above about 50%;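 note: 0% = vehicle wells with protein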
Target sequence (O75030 whole entry, looked up): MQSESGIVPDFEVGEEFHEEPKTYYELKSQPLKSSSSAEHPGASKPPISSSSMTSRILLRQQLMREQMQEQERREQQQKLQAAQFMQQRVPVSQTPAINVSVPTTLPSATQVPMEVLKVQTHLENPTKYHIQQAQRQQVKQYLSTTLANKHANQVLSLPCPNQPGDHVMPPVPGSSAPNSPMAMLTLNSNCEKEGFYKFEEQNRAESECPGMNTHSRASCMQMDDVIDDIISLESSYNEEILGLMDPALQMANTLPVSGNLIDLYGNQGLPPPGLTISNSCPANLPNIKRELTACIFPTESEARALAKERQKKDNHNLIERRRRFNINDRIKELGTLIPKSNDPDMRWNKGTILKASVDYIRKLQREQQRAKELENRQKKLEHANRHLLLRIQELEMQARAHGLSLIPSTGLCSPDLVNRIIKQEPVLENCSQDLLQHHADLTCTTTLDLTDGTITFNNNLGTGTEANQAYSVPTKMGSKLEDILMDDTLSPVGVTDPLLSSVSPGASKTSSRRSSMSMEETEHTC
GPR151 ag: human GPR151 activation; Q8TDV0; PathHunter beta-arrestin GPR151 cells, luminescence; activation, % at 11.2 µM; hit rate 1% among 650,000; AID 1508602; in the data active = activation above about 4.9%;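 note: 0% = median of compound wells and 100% = cells with positive control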
Target sequence (Q8TDV0 whole entry, looked up): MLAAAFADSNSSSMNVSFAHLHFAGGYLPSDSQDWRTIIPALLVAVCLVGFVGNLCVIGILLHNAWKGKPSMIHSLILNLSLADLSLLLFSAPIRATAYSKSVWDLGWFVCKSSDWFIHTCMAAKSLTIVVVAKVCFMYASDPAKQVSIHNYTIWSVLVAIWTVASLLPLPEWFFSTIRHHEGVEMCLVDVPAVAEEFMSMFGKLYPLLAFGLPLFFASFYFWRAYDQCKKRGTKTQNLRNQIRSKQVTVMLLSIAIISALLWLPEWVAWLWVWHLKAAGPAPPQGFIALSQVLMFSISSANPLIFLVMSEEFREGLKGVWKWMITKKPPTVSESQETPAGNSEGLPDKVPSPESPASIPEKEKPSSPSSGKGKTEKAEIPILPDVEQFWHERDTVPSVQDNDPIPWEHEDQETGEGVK
TEAD-YAP block: TEAD-YAP interaction inhibition; HEK-TIYL cells, TEAD-Gal4/YAP UAS-luciferase luminescence; inhibition, % at 9.12 µM; hit rate 1.4% among 640,000; in the data active = inhibition above about 32%;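 note: 0% = median of test compound wells and 100% = reference inhibitor wells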
FBW7 activator: activators of human E3 ligase FBW7 | Q969H0 | AlphaScreen FBW7–phospho-cyclin E peptide binding, activator screen | normalized activity (activation), % at 26.1 µM | hit rate 0.13% among 650,000 | AID 1259310; in the data active = normalized activity above about 1.9%;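 note: purified mutant Fbw7 with reduced substrate affinity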
The depositor's hits bear a star; & = joins results of further samples. This is a random part of the collection; about 3.4% have a hit in one of these screens.

A first look, 3 compounds:
SMILES	MITF inh	GPR151 ag	TEAD-YAP block	FBW7 activator
CCc1ccc(C(=O)OCC(N)=O)cc1	-3	-1.3	-10	0.8
O=C(NNC(=O)c1ccccc1Cl)c1ccc(NC(=O)c2ccccc2)cc1	23	0.0	3	0.2
COc1ccc(C(=O)NCCCN2CCOCC2)cc1Br	1	1.7	4	-0.2

The list itself, from the first entry:
SMILES	MITF inh	GPR151 ag	TEAD-YAP block	FBW7 activator
CCc1ccc(C(=O)OCC(N)=O)cc1	-3	-1.3	-10	0.8
O=C(NNC(=O)c1ccccc1Cl)c1ccc(NC(=O)c2ccccc2)cc1	23	0.0	3	0.2
COc1ccc(C(=O)NCCCN2CCOCC2)cc1Br	1	1.7	4	-0.2
O=C(Nc1cccc(Br)c1)c1cnccn1	-9	-1.9	-26	0.2
CCn1nnnc1SCC(=O)c1ccc(Cl)cc1	18	-1.4	-27	0.1
Cc1sc(NC(=O)Cn2nnc3ccccc3c2=O)c(C#N)c1C	11	-0.6	15	-0.1
COc1ccc(OCC2c3cc(OC)c(OC)cc3CCN2C(=O)CC(C)C)cc1 (stereo not drawn)	6	-1.1	-17	0.1
Cc1cc(C)nc(Nc2ccccc2F)n1	-9	0.0	0	0.8
CCC(C)NS(=O)(=O)c1cc(C(=O)OC)n(C)c1 (stereo not drawn)	10	0.3	1	0.0
COc1ccc2c(C(=O)O)cc(-c3ccco3)nc2c1	14	0.5	-3	-0.3
COc1ccccc1CC(=O)N1CCC(n2nccc2NC(=O)C2CC2)CC1	1	1.7	6	-0.1
COC(=O)Nc1nc(-c2ccc(OC)cc2)cs1	4	0.3	-53	0.0
CCN(CC)C(=O)CSc1nnc(NC(=O)CCc2ccccc2)s1	-12	0.1	3	0.1
O=C1NC(=O)C(Cc2ccccc2)(C2CCN(Cc3cccn3-c3cccnc3)CC2)N1 (stereo not drawn)	-6	-0.8	2	-0.1
COC(=O)c1ccc(-n2c(C)cc(/C=C3\SC(=S)NC3=O)c2C)cc1	18	-0.3	5	0.1
Cc1nnc2c3nnc(C)n3c3cc(Cl)ccc3n12	35	0.0	3	0.0
CCc1nc(SCC(=O)NNC(=O)c2ccc(C)cc2)c2ccccc2n1	2	-0.3	-7	-0.1
N/C(=N\c1nc2ccccc2s1)NC(=O)c1ccccc1N	-10	-1.0	-14	0.0
CCc1ccc(S(=O)(=O)c2nnn3c2nc(N(CC)CC)c2sccc23)cc1	-6	-0.1	4	-0.1
COc1ccc(/C=C/C(=O)OC(C)CN2CCCCC2)cc1 (stereo not drawn)	2	-0.2	0	0.0
Nc1nnc(SCC(=O)OCC(=O)Nc2ccc(Br)cc2)s1	5	0.3	16	0.1
CCOC(=O)C1CCCN(C(=O)C2CC(=O)N(c3ccc(C)cc3)C2)C1 (stereo not drawn)	2	-0.1	2	0.0
CCN(CC)c1ccc(C(=O)OC/C(O)=C(\C#N)c2nc3ccccc3[nH]2)cc1	7	0.2	1	-0.1
O=C(NNC(=O)c1cccnc1)c1cccnc1	2	-0.8	3	-0.1
Cc1c(Cl)cnc(NC(=O)CSc2n[nH]c(N)n2)c1Cl	-9	1.7	0	0.3
O=C(NC1CCCCCC1)c1ccc(N2CCCC2=O)cc1	7	-3.1	-22	-0.4
Cc1cccc(C(=O)Nc2cccc3nsnc23)c1	-6	-2.0	-37	0.3
COc1ccc(NC(=O)c2oc3ccc(S(=O)(=O)N4CCOCC4)cc3c2C)cc1	2	1.8	20	-0.1
COc1ccccc1/C=C1/SC(=S)N(CCC(=O)O)C1=O	27	-3.4	26	0.1
Cc1ccc(C2=CC(=O)C=CC2=O)cc1C	-4	1.3	1	0.0
CCCc1ccc(OCc2nc(-c3ccc(NC(=O)c4cccs4)cc3)no2)cc1	10	-3.2	-59	0.2
O=C(NCCN1CCOCC1)c1cccc(-n2cc(Nc3nnnn3-c3ccccc3Cl)cn2)c1	7	0.4	-7	0.0
COc1ccc2c(c1)c(=O)oc1cc(OC(C)=O)ccc12	5	0.7	0	0.3
O=C(Nc1cccc([N+](=O)[O-])c1)c1c(Br)sc2c1CCCC2	8	2.8	4	-0.1
O=C(CC1Sc2ccc(C(F)(F)F)cc2NC1=O)Nc1ccc(Br)cc1 (stereo not drawn)	6	1.5	3	0.2
COC(=O)c1ccc(NC(=O)CC2C(=O)N(c3ccc(Cl)c(Cl)c3)C(=S)N2CCc2ccccc2)cc1 (stereo not drawn)	15&21	-0.1&1.1	-4&10	0.4&0.2
COc1cccc(OC)c1C(=O)OCC(N)=O	18	3.2	2	0.0
Cc1cc(C)c2cc(C#N)c(SCC(=O)Nc3nonc3C)nc2c1	-15	1.9	-6	0.1
CCN(CC)CCNC(=O)Cn1c(C)nc2ccccc21	13	1.3	-6	-0.2
CCN(CC)c1ccc(C2N(C(=O)c3ccc(C)cc3)CCN2S(=O)(=O)c2ccc(C)cc2)cc1 (stereo not drawn)	2	-1.2	-6	0.5
CSc1ccc(SCc2nc[nH]c2C)cc1	-1	0.2	-16	-0.1
CCOc1ccccc1C1C(C(=O)OC2CCCC2)=C(C)NC2=C1C(=O)CC(C)(C)C2 (stereo not drawn)	-3	1.7	6	0.3
COC(=O)CCN(C(=O)C1C2CC3CC(C2)CC1C3)c1ccccn1 (stereo not drawn)	7	0.8	-7	0.2
CCOC(=O)CN(Cc1cc(OC)c(OC)c(OC)c1)S(=O)(=O)c1ccc(F)cc1	11	2.1	-4	0.0
O=C(c1cc(C2CC2)on1)N1CCCC(N2CCN(c3ccccc3)CC2)C1 (stereo not drawn)	5	1.6	-3	-0.1
COCCNC(=O)C(=O)NNC(=O)COc1ccc(OC)cc1	-8	0.4	9	0.1
CC(C)c1ccc(NS(=O)(=O)c2ccc3[nH]c(=O)ccc3c2)cc1	2	1.6	-11	-0.1
Cc1ccc(NC(=O)C(C)Sc2n[nH]c(-c3ccccc3O)n2)cc1 (stereo not drawn)	-8	-1.4	-3	0.2
CC1CCCN(S(=O)(=O)c2cc(C(=O)O)ccc2F)C1 (stereo not drawn)	0	0.0	2	0.3
O=C1CSC(c2cccc(Br)c2)N1c1ccc(Oc2ccc3ccccc3c2Cl)c(Cl)c1 (stereo not drawn)	-16	-0.6	-16	0.2
Cc1ccc(F)cc1NC(=O)N[C@H]1C[C@H]2C(=O)N[C@@H](Cc3ccc(Cl)cc3)C(=O)N2C1	-10	-1.5	0	0.0
Cc1ccc(NC(=O)N2CCC(C(=O)NCc3ccccc3Cl)CC2)cc1	30	-0.1	-1	0.0
O=C(Cn1c(C(F)(F)F)nc2ccccc21)NC1CCCCC1	9	0.2	0	-0.2
O=C1c2cccc(F)c2C(=O)N1c1ccc(-c2nc3ccc([N+](=O)[O-])cc3[nH]2)cc1	-4	-0.6	-62	-0.1
CCOC(=O)c1sc2ncnc(Nc3ccc(C)c(F)c3)c2c1C	4	0.3	16	0.0
c1cc(-c2ccc(OC3CCNCC3)cc2)cs1	-6	-0.2	-28	-0.2
CN(Cc1ccccc1)C(=O)Cn1c(=O)oc2cc(S(=O)(=O)N3CCOCC3)ccc21	1	-0.6	-3	0.0
CCCNc1ccc2ncc(-c3ccc4c(c3)OCO4)n2n1	-63	-0.7	30	0.2
CCCCCCCc1ccc(-c2cn3nc(-c4ccc(CCCCCCC)cc4)sc3n2)cc1	19	0.3	5	0.2
Cc1ccc(-c2cc(C(F)(F)F)n3nc(C(=O)NCCCn4ccnc4)cc3n2)cc1	11	1.5	2	0.1

Only TEAD-YAP block (4 entries from above):
SMILES	TEAD-YAP block
O=C(CC1Sc2ccc(C(F)(F)F)cc2NC1=O)Nc1ccc(Br)cc1 (stereo not drawn)	3
COC(=O)c1ccc(NC(=O)CC2C(=O)N(c3ccc(Cl)c(Cl)c3)C(=S)N2CCc2ccccc2)cc1 (stereo not drawn)	-4&10
COc1cccc(OC)c1C(=O)OCC(N)=O	2
Cc1cc(C)c2cc(C#N)c(SCC(=O)Nc3nonc3C)nc2c1	-6

Entries from the list above that contain a nitro group on carbon, in the order listed:
SMILES	MITF inh	GPR151 ag	TEAD-YAP block	FBW7 activator
O=C(Nc1cccc([N+](=O)[O-])c1)c1c(Br)sc2c1CCCC2	8	2.8	4	-0.1
O=C1c2cccc(F)c2C(=O)N1c1ccc(-c2nc3ccc([N+](=O)[O-])cc3[nH]2)cc1	-4	-0.6	-62	-0.1

New compounds follow:
SMILES	MITF inh	GPR151 ag	TEAD-YAP block	FBW7 activator
CNC(=O)c1ccccc1C(=O)C(=O)NC1(C(=O)OC)CCCCC1	12	-1.1	3	-0.1
COc1cc(NC(=O)CCC(=O)O)c(OC)cc1NC(C)=O	5	0.3	17	0.0
O=C(O)c1cccc(NS(=O)(=O)c2ccc(Cl)cc2)c1	10	-1.2	12	0.5
CCCCSc1nc(-c2ccc(F)cc2)nc2c1c(=O)n(C)c(=O)n2C	-11	-0.9	-7	-0.1
Cc1cc(C)c(NC(=O)C2CCCN2C23CC4CC(CC(O)(C4)C2)C3)c(C)c1 (stereo not drawn)	12	-0.1	-1	-0.1
Cc1cccc(-c2nc(CSCC(=O)N3CCN(c4ccccn4)CC3)c(C)o2)c1	14	-0.8	17	0.5
CCn1cc(C(=O)N2CCn3cc(C(F)(F)F)nc3C2)c(C)n1	22	-0.6	5	0.3
COc1cccc(N=Cc2c[nH]c3ccccc23)c1	-12	0.0	-5	-0.6
O=C(Nc1ccccc1F)c1cc2ccccc2oc1=Nc1ccccc1Cl	10	0.8	-24	-0.1
Cc1ccccc1OCCn1ccnc1	-15	-0.8	6	-0.3
CC(C)(C)c1ccc(NC(=O)c2cnc3scc(C(C)(C)C)n3c2=O)cc1	9	-0.5	6	0.0
COc1ccc(C(c2sc3ncnn3c2O)N2CCN(CCO)CC2)cc1 (stereo not drawn)	2	-2.4	-2	-0.3
COc1ccccc1CNC(=O)c1ccc2c(c1)NC(=O)C(N1CCOCC1)S2 (stereo not drawn)	7	-0.3	-3	-0.2
Cc1ccc(C)c(S(=O)(=O)Nc2ccc(S(=O)(=O)Nc3onc(C)c3C)cc2)c1	-13	0.5	-9	-0.1
COCCNC(=O)/C(C#N)=C/c1cn(CCOc2ccccc2F)c2ccccc12	-4	0.9	-7	-0.5
NS(=O)(=O)c1cc(C(=O)Nc2cccc(C(F)(F)F)c2)ccc1F	5	-0.1	17	-0.1
Cc1nn(-c2ccccc2)c2c1C(c1ccc(F)cc1)C(C#N)=C(N)O2 (stereo not drawn)	12	0.5	6	-0.3
CCC(=O)Nc1ccc(C(=O)Nc2cc(C)ccc2O)cc1	-1	-3.8	-47	-0.4
O=C(NCc1cccs1)C1C2C=CC3(CN(Cc4cccnc4)C(=O)C13)O2 (stereo not drawn)	9	0.4	1	0.1
O=C(Nc1cccnc1)c1cc(-c2cccnc2)nc2ccc(Br)cc12	3	3.5	6	0.3
COc1ccc(CNCC(OC)OC)cc1	26	-1.0	-6	-0.1
COc1ccc(OCC(=O)NC(C)c2ccc(Br)cc2)cc1 (stereo not drawn)	-4	3.2	-2	-0.1
Cc1c(NC(=O)CSCc2c(F)cccc2Cl)c(=O)n(-c2ccccc2)n1C	2	2.9	4	0.0
O=C(CCc1cccs1)N1CCOc2ccc(CN3CCCC(CO)C3)cc2C1 (stereo not drawn)	-6	-0.1	-1	0.1
O=C(CSc1n[nH]c(-c2ccco2)n1)c1ccc(Cl)cc1	2	-2.6	-6	0.3
Cn1c(-c2cccc([N+](=O)[O-])c2)cn2cc(-c3ccc4c(c3)OCO4)nc12	1	-0.5	-7	0.1
C/C(=N/NC(=O)Cc1cccn1C)c1cccc([N+](=O)[O-])c1	15	-0.1	-4	0.0
CCn1c(=O)cc(SCC(=O)NCCCN2CC(C)CC(C)C2)c2ccccc21 (stereo not drawn)	-4	-0.1	0	1.1
Cc1nc(N2C(=O)C(O)=C(C(=O)c3cccs3)C2c2ccco2)sc1C (stereo not drawn)	10	-1.2	4	0.5
O=C1CCCN1CC(CN1CCOCC1)Sc1nnnn1-c1ccccc1 (stereo not drawn)	8	1.9	6	0.2
CC1=C(C(=O)OCC(C)C)C(c2ccc(C)s2)C2=C(CC(c3cccs3)CC2=O)N1 (stereo not drawn)	-13	0.5	15	0.1
COc1ccc(NC(=O)CC2C(=O)N(c3ccc(OC)cc3)C(=O)N2C(C)C)cc1 (stereo not drawn)	1	-0.9	-4	0.0
O=C(CCCn1c(SCC(=O)NCc2ccco2)nc2ccccc2c1=O)NCC1CCCO1 (stereo not drawn)	5	0.9	-1	-0.1
Cc1nc2sccn2c1CN1CCC2(CC1)CC2C(=O)NCCCc1ccccc1 (stereo not drawn)	6	0.9	16	-0.1
Cc1ccc(-c2nnc(Nc3ccc(OC(F)(F)F)cc3)c3ccccc23)cc1S(=O)(=O)NCc1ccccn1	-4	0.2	-2	0.1
CCc1cccc(NC(=O)/C=C/c2ccco2)c1	-4	-0.9	-44	0.1
CCOC(=O)C1=C(C)N=c2s/c(=C/c3ccc(Cl)cc3)c(=O)n2C1c1ccccc1 (stereo not drawn)	7	0.5	7	0.0
CC1(C)OC(=O)C(=CNc2ccc3c(c2)OCO3)C(=O)O1	11	0.1	2	0.0
Cc1cc(=O)oc2ccc(NS(=O)(=O)c3ccc4c(c3)oc(=O)n4C)cc12	4	-1.7	-6	0.0
COC(=O)c1c(NC(=O)COc2cc(C)c(Cl)c(C)c2)sc2c1C(C(=O)OC)CC2 (stereo not drawn)	-9	0.6	4	0.2
CCN(CC)CCCNC(=O)c1ccc(-c2ccccc2)cc1	0	-0.9	-6	0.0
